NALP1 inh – inhibitors of NALP1 inflammasome in yeast. S. cerevisiae NALP1/ASC/caspase-1 growth, X-gal OD620, 72 h. AID 2071. 280,000 compounds, 0.61% hits. inhibition, % at 10 µM; in the data active = inhibition mostly above about 24%, no sharp cut-off; inactive = mostly below about 32%; also: some compounds called inactive have numbers as strong as hits
PfM18AAP inh – PfM18AAP enzyme inhibition. recombinant PfM18AAP, H-Glu-NHMec fluorogenic cleavage. 290,000 compounds, 1.2% hits. inhibition, % at 7.35 µM;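 active = inhibition above the campaign mean inhibition over all tested compounds plus 3 SD, cut at about 28% in these data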;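 also: 0% = plate median of test compound wells and 100% = 2 mM ZnCl2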
MEKK3 PB1 HTS – raises or lowers MEK5 binding to the human MEKK3 PB1 domain; Q99759; bead-based flow cytometry, Alexa488-MEK5 binding to MEKK3; actives lie on both sides; 0 = blocked by unlabeled MEK5, 100 = vehicle; binding response (% of control), % at 10 µM; 290,000 compounds, 1.4% hits;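 active = binding response more than 3 SD above or below the average of its plate-row segment, actives on both sides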;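 also: Alexa488 bead fluorescence after subtracting the streptavidin-only scavenger bead signal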
MEKK2 mut-MEK5 – signal of MEK5 binding to mutant human MEKK2 PB1 domain | percent response, % at 10 µM | bead flow cytometry, Alexa488-MEK5 binding to MEKK2 mutant | AID 1530 | 290,000 compounds, 0.35% hits; in the data active = percent response above about 24%, passing the limit was not always enough; also: inactives centre near 1; some results filed as inactive read as strong as hits; reference of the scale not given here
GPR7 antag – human neuropeptides B/W receptor 1 antagonism. P48145. GPR7-expressing cells, fluorescence antagonist assay. inhibition, % at 4.4 µM. 290,000 compounds, 1.1% hits; in the data active = inhibition above about 16%, passing the limit was not always enough;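 also: cells stimulated with the agonist NPW; 0% = agonist with vehicle and 100% = vehicle without agonist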
Target sequence (P48145 whole entry, looked up): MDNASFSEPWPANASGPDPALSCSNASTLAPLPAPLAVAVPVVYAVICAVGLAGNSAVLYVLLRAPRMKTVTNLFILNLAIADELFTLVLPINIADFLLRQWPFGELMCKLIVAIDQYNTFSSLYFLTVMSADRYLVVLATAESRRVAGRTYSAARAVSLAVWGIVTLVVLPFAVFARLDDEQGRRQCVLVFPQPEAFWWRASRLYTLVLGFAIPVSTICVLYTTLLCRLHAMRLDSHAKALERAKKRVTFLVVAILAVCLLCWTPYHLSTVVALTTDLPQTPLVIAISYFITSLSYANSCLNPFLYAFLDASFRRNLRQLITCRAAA
MEKK2wt PB1 HTS – raises or lowers MEK5 binding to wildtype human MEKK2 PB1 domain; Q9Y2U5; bead flow cytometry, Alexa488-MEK5 binding to MEKK2 WT; actives lie on both sides; binding response (% of control), % at 10 µM; 290,000 compounds, 1.1% hits; AID 1531; in the data active = binding response below about 67% or above about 130%
PHOSPHO1 block – blocks human PHOSPHO1 phosphatase activity. recombinant PHOSPHO1, absorbance phosphatase assay. 290,000 compounds, 1.1% hits. Q8TCT1. inhibition, % at 13.3 µM; in the data active = inhibition above about 60%
Target sequence (Q8TCT1 whole entry, looked up): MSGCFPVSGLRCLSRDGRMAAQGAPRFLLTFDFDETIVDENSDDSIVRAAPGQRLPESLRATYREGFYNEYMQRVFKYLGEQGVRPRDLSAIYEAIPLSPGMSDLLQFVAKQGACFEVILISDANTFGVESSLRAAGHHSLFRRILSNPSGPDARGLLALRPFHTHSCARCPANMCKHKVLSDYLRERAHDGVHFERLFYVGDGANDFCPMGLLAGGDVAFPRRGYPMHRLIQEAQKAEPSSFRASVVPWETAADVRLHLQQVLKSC
FID counter – fluorescent intercalator displacement, NS3 helicase counter-screen; DNA fluorescent intercalator displacement, fluorescence; 290,000 compounds, 0.17% hits; AID 1845; inhibition, % at 7.9 µM; in the data active = inhibition above about 37%;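 also: 0% = vehicle and 100% = reference compound; higher means more ethidium bromide displaced from hairpin DNA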
OXTR ag – activates the human oxytocin receptor | P30559 | CHO-OTR cells, Fluo-8 calcium fluorescence; normalized: DMSO 0%, oxytocin 100% | activation, % at 3 µM | 320,000 compounds, 0.32% hits;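 active = activation above the mean of all tested compounds plus 3 SD, cutoff set per screening run, cut at about 20% in these data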;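 also: peak over basal fluorescence ratio from a 100 s FLIPR kinetic read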
The depositor's hits bear a star; · = not tested or not shown; & = joins results of further samples; [ ] = remark or other dose.

smiles	NALP1 inh	PfM18AAP inh	MEKK3 PB1 HTS	MEKK2 mut-MEK5	GPR7 antag	MEKK2wt PB1 HTS	PHOSPHO1 block	FID counter	OXTR ag
N#Cc1cc2c(nc1SCC(=O)N1CCOCC1)CCCCC2	0	10	99	0	-4	101	6	-3	-0.6
COc1ccc(/C=N/NC(=O)C(O)(c2ccccc2)c2ccccc2)cc1OC	23	5	99	-4	-7	98	-5	-12	-0.6
O=C(c1ccccn1)C1CCCN(Cc2cn[nH]c2-c2cc3ccccc3o2)C1 (stereo unspecified)	9	3	102	9	-12	113	14	4	2.0
CCOc1cc(/C=C2/C(=N)N3C(=NC2=O)SN=C3S(C)(=O)=O)ccc1OC(=O)c1ccco1	-12	7	100	-1	-10	99	13	-36	-1.5
Cc1cc(C)c2c(N)c(C(=O)Nc3ccc(C)c(C)c3)sc2n1	12	2	104	12	-4	110	8	-13	-2.1
CC(C)(C)c1ccc(C(=O)N/C(=C\c2cccs2)C(=O)N2CCOCC2)cc1	7	0	99	-7	5	95	19	-42	1.2
O=C(O)CN1C(=O)/C(=C2\C(=O)N(Cc3ccccc3Cl)c3ccccc32)SC1=S	6	0	96	-2	-14	93	-12	-7	0.3
CCn1cc(Br)c(C(=O)Nc2ccccc2C(=O)OC)n1	1	-6	101	0	-8	100	6	-8	-2.8
O=C(NCc1nnc(SCC(=O)N2CCc3ccccc32)o1)c1ccco1	10	-3	103	-2	-7	98	-36	3	-0.9
CC(C)C(C(=O)O)N1CCS(=O)(=O)CC1 (stereo unspecified)	-2	-3	108	-5	-1	100	37	1	0.2
Cc1ccc(CNC(=O)C2=CCN(S(=O)(=O)c3ccc(C)cc3)CC2)cc1	37	6	117	-1	-7	103	-18	-32	-0.4
Cc1ccc(N2CCN(C(=O)c3cc(-c4ccc(F)cc4)[nH]c3C)CC2C)cc1 (stereo unspecified)	12	-1	100	-4	-14	99	9	-40	·

Limited to PfM18AAP inh, for four of the compounds above:
Compound,PfM18AAP inh
N#Cc1cc2c(nc1SCC(=O)N1CCOCC1)CCCCC2,10
COc1ccc(/C=N/NC(=O)C(O)(c2ccccc2)c2ccccc2)cc1OC,5
O=C(c1ccccn1)C1CCCN(Cc2cn[nH]c2-c2cc3ccccc3o2)C1 (stereo unspecified),3
CCOc1cc(/C=C2/C(=N)N3C(=NC2=O)SN=C3S(C)(=O)=O)ccc1OC(=O)c1ccco1,7

Next section.
smiles	NALP1 inh	PfM18AAP inh	MEKK3 PB1 HTS	MEKK2 mut-MEK5	GPR7 antag	MEKK2wt PB1 HTS	PHOSPHO1 block	FID counter	OXTR ag
COC(=O)c1c(C)oc2ccc(N(C(=O)Oc3ccccc3)S(=O)(=O)c3ccc(Cl)c([N+](=O)[O-])c3)cc12	19	-3	94	-2	-2	94	3	-1	-1.6
COc1ccccc1C1CN=NC12CCCc1ccccc1C2=O (stereo unspecified)	17	0	24*[inhibitor]	-13	0	33*[inhibitor]	31	-17	-2.0
CCN(CC)S(=O)(=O)c1ccc(C(=O)OCC(=O)NC2CCCC2)cc1	28	-1	103	1	-5	104	35	-22	2.1
CC1CN(C(=S)SCC(=O)c2ccc([N+](=O)[O-])cc2)CC(C)O1 (stereo unspecified)	0	-1	99	2	2	100	14	-9	-0.7
O=C(NCc1ccccc1)C12CC3CC(CC(Br)(C3)C1)C2	5	9	99	-2	2	96	47	-16	-0.6
c1ccc2[nH]c(SCc3ccc(-c4nnco4)cc3)nc2c1	12	8	106	5	-8	109	-7	-3	1.7
CCn1cc(CN2CCCC(C(=O)Nc3cccc(-c4cc5ccccc5[nH]4)c3)C2)c(C)n1 (stereo unspecified)	6	4	107	21	7	154*	21	24	5.1
CC1(C)CC(NC(=S)Nc2ccc(S(N)(=O)=O)cc2)CC(C)(C)N1	-25	2	134*	1	-10	121	-1	-5	1.2
COc1ccc(CCNC(=O)C(C)Sc2ccccc2)cc1OC (stereo unspecified)	3	2	94	0	-4	100	60*	-10	-0.2
CCCN1CCC(NC(=O)Cc2cccc(C)c2)CC1	15	1	104	7	-20	104	·	-4	0.9
COc1ccc(CNc2oc(COc3ccccc3Cl)nc2C#N)cc1	10	2	103	1	13	105	15	-14	-1.1
CC(C)(C)NC(=O)[C@H]1CC[C@H]2[C@@H]3CC[C@H]4NC(=O)C=C[C@]4(C)[C@H]3CC[C@]12C	5	6	107&95	4&-4	15	111&91	28	-26	-0.8
Cc1cc(NC(=O)C(C)Oc2ccccc2)no1 (stereo unspecified)	8	0	102	2	-3	105	13	-10	-0.8
CC1CCN(CC2C(=O)O[C@@H]3C[C@@]4(C)CCC[C@H](C)C4=C[C@H]23)CC(C)(C)C1 (stereo partly specified)	4	-5	110	14	2	124	11	-21	-1.7
O=C(CN1C(=O)c2cccc3cccc(c23)C1=O)NCCN1CCOCC1	8	0	87	-8	-5	86	-3	9	-0.3
CCCN1CC=C2C(C#N)=C(N)C(C#N)(C#N)C(c3cccc(OC)c3OC)C2C1 (stereo unspecified)	43	-2	109	7	1	106	3	-8	10
Cc1ccccc1Nc1nc(N)nc(CN(C)Cc2ccccc2Cl)n1	·	-8	99	-2	-2	101	-7	-8	-1.9
COCCNc1ccc(S(=O)(=O)N2CCCC2)cc1[N+](=O)[O-]	1	-2	104	-1	-17	101	1	3	-1.1
Cc1c(C(=O)N2CC(C)OC(C)C2)sc2nc(-c3ccc(F)cc3)cn12 (stereo unspecified)	11	6	·	·	-10	·	19	-7	1.7
CCN(Cc1cccc(F)c1)C(=O)c1ccc2ccccc2n1	17	1	101	1	3	105	36	-33	-1.6
Cc1ccc(OCCCCNC2CCCCC2)c(C)c1	44*	-3	104	11	7	121	42	23	5.0
O=C(Cn1c(=O)n(Cc2ccccc2)c(=O)c2cc(Cl)ccc21)NCC1CCCO1 (stereo unspecified)	28	0	99	-5	-5	100	-22	-17	1.8
CCc1cccc(CC)c1NC(=O)NC1CCCCC1	28	-9	95	-1	3	98	16	29	0.8
CCn1c2ccccc2c2cc(NC(=O)CSc3nnc(-c4ccccc4OC)n3N)ccc21	-3	12	80	-9	-10	85	78*	-15	-1.9
CC(=O)Oc1ccc(/C=C/c2nc3ccccc3c(=O)o2)cc1	19	3	104	6	2	109	14	-35	1.4
COc1cc(/C=C(\NC(C)=O)C(=O)Nc2ccccc2C)ccc1OC(C)=O	18	-5	95	1	-6	100	-12	-4	1.2
O=C(CSc1nc2ccccc2c(=O)n1NC(=O)Cc1ccccc1)NCc1ccccc1Cl	9	-4	96	-4	-3	92	-9	-14	-0.3
CC1CN(C(=O)Nc2ccc(F)cc2F)CC(C)O1 (stereo unspecified)	18	0	101	-1	-2	97	38	-5	0.0
CCOC(=O)c1cn(CC)c2cc(N3CCCCC3)c(F)cc2c1=O	·	2	102	-1	-12	99	·	-13	-0.6
COc1ccc(-n2c(SCC(=O)Nc3sc4c(c3C#N)CCCC4)nnc2-c2ccc(O)cc2)cc1	41*	0	100	-1	-10	92	18	-2	0.9
CCC(=O)OCCn1c(Br)nc2c1c(=O)[nH]c(=O)n2C	16	-15	101	3	-1	102	22	1	1.1
CCC(CO)Nc1nc2ccc(Cl)cc2c2ccccc12 (stereo unspecified)	29	3	104	2	10	99	35	17	1.2
O=C(C[C@H]1C(=O)N(Cc2ccccc2)C[C@@H]1Cc1ccccc1)Nc1ccccc1	3	5	102	1	4	105	-176	-34	8.9
Cc1[nH]c(-c2ccc(F)cc2)cc1C(=O)N1CCN(c2ccc(Cl)cc2)CC1	0	-1	102	3	0	102	18	-38	·
Cc1ccc2[nH]cc(C(=O)CN3CCN(c4ccccc4F)CC3)c2c1	19	-6	107	6	12	118	-1	-2	6.3
O=C(Nc1c(-c2ccccc2)nc2ccccn12)c1ccccc1F	24	2	98	5	-5	98	18	-7	-1.5
Cc1cc(C(=O)OCC(=O)NCCCN2CCCC2=O)c2ccccc2n1	-3	2	100	-7	8	96	15	-9	-0.4
Cn1ncc(N=Cc2ccccc2O)c1C(=O)Nc1ccccc1	3	1	105	0	-18	99	10	-3	1.5
C=CCC1(/C=N/O)CCOC(C)(C)C1 (stereo unspecified)	3	-11	73	-24	-4	80	24	-3	0.2
Cc1ccc(-c2cnn3c(N4CCOCC4)cc(C)nc23)cc1	-9	4	104	5	-16	102	40	-28	·
CCC(=O)Nc1cccc(NC(=S)NC(=O)c2cc3ccccc3o2)c1	-12	3	85	-15	-13	80	11	-3	-1.5
COc1ccccc1N1CCN(CC(=O)NCc2ccc(Cl)cc2)CC1	·	-15	101	4	1	106	·	-24	1.9
COc1ccc(C(=O)Nc2nc(C)c(C)s2)cc1OC	2	-3	102	3	-3	109	16	-5	-0.7
CCCCOC(=O)Nc1nc2ccccc2s1	-3	10	103	9	0	99	38	-4	-0.5
CCOC(=O)/C(=C\c1ccccc1)C(=O)c1cc(C(C)=O)c(Nc2ccccc2)s1	4	-8	80	-10	4	82	-5	0	-1.4
COc1ccccc1-c1noc(CCCC(=O)NC2CCCC2)n1	7	-8	103	-1	-5	96	22	-14	1.0
COc1ccc(CNc2nc3c(c(=O)n(Cc4ccc(Br)cc4)c(=O)n3C)n2C)cc1	15	5	94	-6	-5	98	-21	3	0.5
CC(C)[C@H](NC(=O)C1CC(=O)N(c2ccc(F)cc2)C1)C(=O)N1CCCCC1 (stereo partly specified)	30	0	100	-1	9	100	42	-30	-0.1
Cc1ccc(Cn2c(SCC(=O)NCC3CCCO3)nc3ccsc3c2=O)cc1 (stereo unspecified)	9	3	102	-8	-3	98	-16	-10	-1.0

Compound activity deposited in PubChem by several laboratories.
